Screening results deposited in PubChem BioAssay by several laboratories.
NOD2 inhibition – NOD2 signaling inhibitors, cell-based, luminescence, uHTS, HEK293 (AID 1566). actives 0.63% (n = 290,000). HEK293 NOD2/NF-kB luciferase reporter, luminescence; higher % means a stronger effect. one-dose inhibition, % at 4 µM; EC50 in µM for titrated hits; further: many of its hits are not listed in these tables
KOR beta-arrestin-1 – KOR antagonists, beta-arrestin recruitment, cell-based, luminescence, uHTS (AID 1778); Kappa-type opioid receptor (Homo sapiens); KOR beta-arrestin recruitment, luminescence, antagonist mode; higher % means a stronger effect; one-dose inhibition, % at 10 µM; IC50 in µM for titrated hits; actives 0.091% (n = 290,000); further: strong numbers were not always called active
NOD1 NF-kB reporter – NOD1 signaling inhibitors, primary screen, cell-based, luminescence, uHTS (AID 1578) | inhibition, % at 4 µM, or EC50 in µM where a hit was titrated | NOD1-driven NF-kB luciferase reporter cells, luminescence; higher % means a stronger effect | actives 1% (n = 290,000); in the data active means inhibition mostly above about 36%, no sharp cut-off; inactive means mostly below about 34%;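 further: HEK-293T reporter cells stimulated with the NOD1 agonist gamma-tri-DAP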
NTR1 agonist – agonists of NTR1, primary screen, imaging, U2OS cells, beta-arrestin-GFP, high content (AID 493036); Neurotensin receptor type 1 (Homo sapiens), P30989; activation, % at 20 µM; NTR1-U2OS beta-arrestin-GFP spot imaging, agonist mode; actives 0.17% (n = 330,000);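 active means activation at or above 40% of the spot to cytoplasm intensity ratio, with at least 20 cells analyzed; inconclusive means wells under 20 cells, flagged as cytotoxic or low count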;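 further: 0% = DMSO without peptide and 100% = 100 nM NTR1 peptide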
Target sequence (P30989 whole entry, looked up): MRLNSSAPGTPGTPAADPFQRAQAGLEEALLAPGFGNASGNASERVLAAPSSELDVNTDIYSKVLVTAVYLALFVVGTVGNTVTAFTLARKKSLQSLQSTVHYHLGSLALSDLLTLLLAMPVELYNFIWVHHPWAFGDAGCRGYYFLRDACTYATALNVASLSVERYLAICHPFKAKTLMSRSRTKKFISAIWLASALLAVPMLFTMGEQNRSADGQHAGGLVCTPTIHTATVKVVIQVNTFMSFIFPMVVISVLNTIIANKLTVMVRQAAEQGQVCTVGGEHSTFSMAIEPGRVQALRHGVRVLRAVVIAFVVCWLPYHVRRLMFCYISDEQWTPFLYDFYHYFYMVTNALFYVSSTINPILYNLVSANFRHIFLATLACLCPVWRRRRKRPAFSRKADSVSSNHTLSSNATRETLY
Myeloid diff MLP – induction of myeloid progenitor differentiation, primary screen, cell-based, flow cytometry, MLPCN library. actives 1% (n = 360,000). ER-HoxA9 myeloid progenitors, lysozyme-GFP differentiation. calls only at 10 µM;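 active means normalized GFP-positive differentiation at or above the plate's own cutoff, the solvent-only control mean plus 3 SD; inconclusive means no clear call, values can overlap the other calls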;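 further: cells exposed to compound for four days before flow analysis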
GPR55 antagonists – GPR55 antagonists blocking LPI-driven arrestin recruitment, primary screen, imaging, U2OS, beta-arrestin-GFP, LPI agonist (AID 2013). inhibition, % at 10 µM; hits with a dose series show IC50 in µM. actives 0.13% (n = 290,000). G-protein coupled receptor 55 (Homo sapiens). U2OS GPR55 beta-arrestin-GFP translocation imaging, LPI antagonism; higher % means a stronger effect;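 active means spots per cell inhibited over 60%, with over 100 cells counted and total cytoplasm intensity under 500,000; inconclusive means wells with under 100 cells, flagged as likely toxic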;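 further: U2OS cells stably carrying GPR55 and arrestin-GFP stimulated by 5 µM LPI near EC80; imaged beta-arrestin-GFP aggregate spots per cell after agonist stimulation; plate controls were LPI-stimulated DMSO wells for no effect and DMSO wells without LPI for full effect; some results filed as inactive read as strong as hits; confirmed hits need IC50 under 10 µM and bright autofluorescent wells are also inconclusive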
KOR beta-arrestin-2 – KOR agonists, beta-arrestin recruitment, primary screen, cell-based, luminescence, uHTS (AID 1777) | Kappa-type opioid receptor (Homo sapiens) | one-dose activation, % at 10 µM; EC50 in µM for titrated hits | actives 0.02% (n = 280,000) | KOR beta-arrestin recruitment, luminescence; higher % means a stronger effect; in the data active means activation above about 50%, passing the limit was not always enough; further: a part of the inactive calls stands beside numbers as strong as those of hits
GPR55 activation – GPR55 agonists via beta-arrestin recruitment, primary screen, imaging, U2OS cells, beta-arrestin-GFP redistribution (AID 1961); actives 0.048% (n = 290,000); G-protein coupled receptor 55 (Homo sapiens); one-dose activation, % at 10 µM; EC50 in µM for titrated hits; U2OS GPR55 beta-arrestin-GFP redistribution imaging; higher % means a stronger effect;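 active means activation above 40% with more than 50 cells counted in the well; inconclusive means wells holding fewer than 50 cells, flagged as toxic or sparse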;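 further: U2OS osteosarcoma cells stably expressing GPR55 and beta-arrestin-GFP; plate controls were DMSO negative control for no effect and LPI positive control for full effect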
T cell modulator – modulators of CD8 T cell-vesicle binding, primary screen, mouse 2C CD8+ T cells, flow cytometry; calls only at 7 µM; AID 2052, 2009; actives 0.068% (n = 330,000); 2C CD8+ T cell-vesicle binding; active compounds read low;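 active means response, share of CD8 T cells binding vesicles, and their 90th percentile fluorescence all below set limits, cut at about 80% in these data, passing the limit was not always enough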
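Also added: QL9-peptide-loaded Drosophila micro-vesicles bearing Ld, ICAM-1 and B7-1; Test system: purified 2C TCR transgenic mouse naive CD8+ T cells; Measured by: cytometric PE anti-B7-1 and Alexa647 anti-CD8 signals after 1% paraformaldehyde fixation; Timing: binding step 1.5 h, 37 °C, antibody labelling 20 min, ice.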
T cell modulator vesicle-bound % – also measured in T cell modulator; calls as there; double positive events, %; measured here: CD8+ vesicle-bound cell fraction;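 binding gate set so that unloaded-vesicle control wells show 10% double positive cells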
NTR1 agonist cell count 20 µM – second read-out of NTR1 agonist, no call of its own (marks repeat the call); cell count; measured here: cell count, cytotoxicity flag
Myeloid diff MLP GFP+ MAC1+ % – also measured in Myeloid diff MLP; calls as there; GFP+ MAC1+ double positive, %; measured here: differentiation confirmed by MAC1 staining
Numbers without * were called inactive; i = inactive; ? = inconclusive; . = no result given; + = active, no number; [ ] = remark or other dose. Unless noted, no stated cut-off is given here; in the data, active means inhibition above about 50%; inactive means the rest. A portion of the library; rates above refer to the full screens.

Under each structure: Myeloid diff MLP	GPR55 antagonists	KOR beta-arrestin-1	T cell modulator	T cell modulator vesicle-bound %	NTR1 agonist cell count 20 µM	Myeloid diff MLP GFP+ MAC1+ %	GPR55 activation	NOD1 NF-kB reporter	NTR1 agonist	NOD2 inhibition	KOR beta-arrestin-2
1	COc1c(Cl)cc(Cl)cc1C(=O)n1nc(C)cc1C
→ i	7%	-15%	i	34	52	1.2	0.2%	17%	0.2	7%	0.0%
2	COc1ccccc1/C=C/C(=O)Nc1ccc(S(=O)(=O)Nc2cc(C)nc(C)n2)cc1
→ i	4%	-9%	i	22	55	2.4	0.0%	-29%	-2.1	7%	-1.1%
3	CC1(C)CC(=O)C(=CN2CCN(C(=O)c3ccco3)CC2)C(=O)C1
→ .	1%	4%	.	.	.	.	-0.2%	-9%	.	6%	6.9%
4	O=C1CCCN1CCCNc1nc2c(S(=O)(=O)c3ccccc3)nnn2c2ccc(Cl)cc12
→ i	2%	-10%	i	4	55	1.1	0.2%	16%	4.5	24%	1.3%
5	O=S(=O)(c1ccc(Cl)cc1)c1ccccn1
→ i	4%	2%	i	28	47	1.2	-1.0%	-4%	-1.1	-2%	4.3%
6	O=C1NC2CCc3nc4ccccc4c(=O)n3C2=Nc2ccccc21 (stereo unspecified)
→ i	8%	-23%	i	51	94	3.4	-0.2%	2%	-1.4	11%	1.4%
7	FC(F)(F)c1cccc(-c2cc(C3CCNCC3)[nH]n2)c1
→ i	16%	8%	i	46	91	0.9	0.0%	3%	-1.1	19%	-6.2%
8	Oc1ccc2ccccc2c1C=NC12CN3CCN(CN(C3)C1)C2
→ i	13%	3%	i	42	41	0.5	-0.2%	7%	0.3	12%	-0.4%
9	COc1ccc(Cl)cc1-c1nc(-c2ccc(NC(=O)c3cccs3)cc2)no1
→ i	12%	16%	i	60	57	0.3	0.1%	21%	9.0	6%	-1.0%
10	CCN(CC)C(=O)c1cccc2c1C(=O)c1ccccc1-2
→ i	-4%	9%	i	6	82	1.5	0.0%	-14%	-1.2	14%	-5.4%
11	CCOC(=O)CSc1nc2cc(C(=O)N3CCC(C(N)=O)CC3)ccc2c(=O)n1-c1ccccc1
→ i	8%	-62%	i	60	89	0.8	0.1%	26%	3.5	-2%	-5.3%
12	COc1ccc(CCNC(=O)[C@@H](NC(=O)N2CC(=O)Nc3ccccc32)C(C)C)cc1OC
→ i	14%	20%	i	61	60	0.6	0.2%	-27%	2.3	4%	-2.6%
13	CCOc1ccc(C(=O)CCN2CCCCCC2)cc1
→ i	18%	9%	i	61	34	1.5	-0.2%	70%*	6.2	18%	-0.6%
14	COc1ccccc1-n1c(SCC(=O)Nc2ccc(NC(C)=O)cc2)nc2c([nH]c3ccccc32)c1=O
→ i	-7%	-24%	i	34	46	0.0	0.2%	44%	-0.2	21%	7.2%
15	CC(C)C(=O)N1CCN(c2ccc(NC(=O)c3ccc4c(c3)OCCO4)cc2)CC1
→ i	6%	-22%[20 µM]	i	30	60	0.3	-0.1%	-5%	-0.5	14%	.
16	O=C(O)CC(NC(=O)C(F)(F)F)c1ccc2c(c1)OCO2 (stereo unspecified)
→ i	10%	2%	i	31	46	0.2	0.0%	-5%	1.7	-14%	-3.0%
17	O=C(O)c1cc([N+](=O)[O-])ccc1C(=O)Nc1cccc([N+](=O)[O-])c1
→ i	4%	-42%[20 µM]	i	67	66	0.6	-0.3%	-2%	0.3	13%	-2.3%
18	COc1cccc(N2C(=O)C3C(C2=O)C2C=CC3C23CC3)c1 (stereo unspecified)
→ i	-5%	15%	i	38	43	0.9	-0.3%	-13%	-0.4	6%	1.3%
19	NC(=O)NCc1ccccc1
→ i	13%	-10%	.	.	100	2.1	0.6%	-25%	5.3	8%	-8.8%
20	COc1ccc(NC(=O)CCS(=O)(=O)c2ccc3c(c2)CCN3C(C)=O)cc1
→ i	-2%	27%	i	25	91	0.2	-0.1%	-27%	0.2	-3%	0.9%
21	CCOC(=O)N1CCN(C(=O)Cn2c(=O)sc3ccccc32)CC1
→ i	9%	1%	i	28	89	0.8	0.6%	-3%	-1.2	2%	0.7%
22	COc1ccc(-c2cc(C(=O)N3CCN(c4ccc(F)cc4)CC3)no2)cc1OC
→ i	1%	17%	i	49	45	0.5	-0.2%	-22%	1.5	30%	-3.2%
23	CCN1CCSc2ccc(C(=O)NCc3cc(Br)ccc3OC)cc21
→ i	5%	-54%[20 µM]	i	31	92	2.9	-0.1%	35%	2.3	2%	-0.4%
24	CCc1ccc(N2CCN(C(=O)c3ccc4c(c3)OCO4)CC2)cc1
→ i	6%	-10%	i	71	67	1.3	-0.1%	-20%	1.6	7%	2.5%
25	NC(=S)N/N=C/c1ccc(-c2cccc([N+](=O)[O-])c2)o1
→ i	-10%	-28%	i	31	28	0.7	-0.1%	22%	3.2	-58%	3.5%
26	CCN(C(=O)c1cc([N+](=O)[O-])ccc1NCc1cccnc1)c1ccccc1
→ i	-6%	12%[20 µM]	i	61	53	0.8	-0.2%	1%	1.1	3%	-3.6%
27	O=C(NCc1ccco1)C1CC(c2ccc(Cl)cc2)=NO1 (stereo unspecified)
→ i	-16%	-224%[20 µM]	i	9	41	0.7	-0.1%	-28%	0.1	-66%	.
28	Cc1nn2cc(-c3ccccc3)nc2[nH]c1=O
→ i	19%	-1%	i	22	41	1.1	-0.2%	-55%	1.9	-5%	0.1%
29	CSc1ccc(S(=O)(=O)N2CCC(C(=O)NCc3ccco3)CC2)cc1
→ .	5%	-49%	i	24	72	.	0.3%	-7%	1.9	3%	-3.2%
30	CSc1ccccc1NC(=O)COc1nsnc1N1CCOCC1
→ +	-14%	-24%	i	41	42	5.9*	-0.2%	4%	0.8	-4%	2.2%
31	Cc1nc2c(=O)[nH]c(=S)n(C)c2nc1C
→ i	-1%	23%	i	53	58	1.8	-0.1%	-17%	3.6	21%	-0.6%
32	Nc1ccc(NC(=O)Nc2ccc(N)cc2)cc1
→ i	8%	28%	i	21	.	0.5	-0.1%	-4%	.	4%	-2.2%
33	COc1cc(C2Oc3ccccc3C=C2[N+](=O)[O-])cc(OC)c1OC (stereo unspecified)
→ i	2%	20%	.	.	.	0.0	21%	-2%	.	4%	1.8%
34	Cc1cc(NC(=O)CSc2nc(C(C)C)nc3ccccc23)no1
→ i	-1%	15%	i	4	91	1.2	1.2%	36%	0.2	-14%	-1.6%
35	O=C(CSc1nccn1Cc1ccc(F)cc1)Nc1ccc(F)cc1F
→ i	0%	-12%	i	30	71	0.6	-0.1%	-4%	-0.5	-5%	1.9%
36	CC1CCN(c2cc(N3CCN(C(=O)c4ccc(F)c(F)c4)CC3)c([N+](=O)[O-])cc2F)CC1
→ i	13%	28%	i	44	47	0.0	0.1%	-29%	0.5	-32%	4.0%
37	CC(=O)OCC(=O)[C@@]12OC3(CCCC3)O[C@@H]1C[C@H]1[C@@H]3CCC4=CC(=O)C=C[C@]4(C)[C@@]3(F)[C@@H](O)C[C@@]12C
→ ?	-3%	-36%	i	26	59	.	0.1%	2%	3.7	18%	-0.4%
38	CCc1cc(C(=O)NNC(=S)NCC2CCCO2)cs1 (stereo unspecified)
→ i	-14%	-30%	i	40	65	9.1	0.0%	-7%	0.3	-8%	3.4%
39	CCNc1cc(Cl)nc(SC)n1
→ i	6%	-4%	i	21	58	1.0	0.3%	4%	-1.2	13%	-1.4%
40	O=S(=O)(c1ccc(Br)s1)N1CCCCC1
→ i	8%	-23%	i	6	60	6.4	-0.1%	-37%	0.1	-7%	-1.8%
41	O=S(=O)(c1ccc(Br)cc1)N1CCN(c2ccccc2)CC1
→ i	-1%	27%	i	55	75	0.5	-0.1%	2%	1.4	5%	0.5%
42	Cc1cc(NC(=O)C(C)Oc2ccc(C(C)(C)C)cc2)no1 (stereo unspecified)
→ i	2%	9%	i	19	70	0.5	-0.2%	-7%	1.5	10%	0.0%
43	Cc1ccc(-n2ncc3c2CC(C)(C)CC3NC(=O)CCc2cnn(C)c2)cc1 (stereo unspecified)
→ i	-1%	-10%	i	11	69	0.8	-0.1%	-3%	-0.8	0%	2.2%
44	COc1ccc(-c2cc3ccc(OCC(=O)NCC4CCC(C(=O)O)CC4)cc3oc2=O)cc1 (stereo unspecified)
→ i	5%	-14%[20 µM]	i	17	93	3.0	-0.2%	-30%	-0.1	-27%	1.8%
45	COc1cccc(NC(=S)NCCN2CCOCC2)c1
→ i	6%	.	i	33	57	0.3	0.2%	-43%	-0.4	-13%	4.0%
46	Cc1ccc(CSCC(=O)Nc2ccc(F)cc2)cc1
→ i	11%	25%	i	16	51	0.7	-0.1%	-13%	1.1	1%	-0.8%
47	CCC(C)(C)n1nnnc1C(c1ccc(OC)c(OC)c1)N1CCN(c2cccc(OC)c2)CC1 (stereo unspecified)
→ i	5%	18%	i	13	46	1.0	-0.2%	-19%	-0.2	-15%	0.0%
48	CCOc1ccc(S(=O)(=O)n2ccc(C)n2)c2ccccc12
→ i	-8%	-17%	i	28	43	1.3	1.9%	-2%	2.0	-9%	0.5%
49	Cc1onc(-c2ccccc2)c1C(=O)N1CCN(C)CC1
→ i	7%	-6%	i	15	58	4.8	0.7%	-8%	-0.3	22%	-7.0%
50	Cc1ccc(N2C(=O)N3[C@H](c4ccc(F)cc4)[C@@H]4C(=O)N(C5CCCCC5)C(=O)[C@@H]4[C@]3(Cc3ccccc3)C2=O)cc1
→ i	-5%	-29%[20 µM]	i	22	90	1.7	-0.1%	-18%	-0.5	-30%	0.2%
51	CN1C(CC(=O)c2ccccc2)CCCC1CC(O)c1ccccc1 (stereo unspecified)
→ i	-6%	-10%	i	36	88	3.6	0.0%	12%	-1.3	13%	4.4%
